Luciferase inh = blocks Photinus pyralis firefly luciferase activity; P08659; purified firefly luciferase, luminescence, 8 min; Potency, µM (titrated, usually from 57.1 µM), for the others: at the highest dose activity change, negative = inhibition, actives largely listed as inhibitors; actives 2.2% (n = 72,000); note: potency is the fitted concentration of half-maximal effect; % is set by controls: 0 for no effect and ±100 for the full control effect; nearly all actives have a fitted effect of over 40% in size
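Luminescence read-out after 8 min at room temperature; enzyme reaction used luciferin plus 10 uM ATP (linear range) in imidazole buffer pH 7.2 with KCl, MgCl2, Tween 20 and BSA. Each sample was run as a titration.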
HADH2 inh = inhibitors of human HADH2 dehydrogenase. recombinant HADH2, NADH fluorescence, beta-hydroxybutyryl-CoA. actives 3.4% (n = 73,000). Potency, µM (top dose mostly 57.1 µM), for the others: at the highest dose activity change, negative = inhibition, actives largely listed as inhibitors. AID 886; note: potency is the fitted concentration of half-maximal effect; % is set by controls: 0 for no effect and ±100 for the full control effect; nearly all actives have a fitted effect of over 60% in size; many of its hits are not listed in these tables
Target sequence (Q99714 whole entry, looked up, one chain of several): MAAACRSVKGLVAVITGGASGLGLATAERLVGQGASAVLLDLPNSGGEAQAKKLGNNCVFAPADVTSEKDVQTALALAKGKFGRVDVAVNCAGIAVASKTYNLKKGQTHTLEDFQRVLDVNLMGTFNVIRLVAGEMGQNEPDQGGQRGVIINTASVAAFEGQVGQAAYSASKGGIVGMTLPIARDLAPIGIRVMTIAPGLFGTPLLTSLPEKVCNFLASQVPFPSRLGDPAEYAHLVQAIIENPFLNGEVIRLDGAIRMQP
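20 nM HADH2 + cpd, 15 min RT; add 1 mM NAD+/90 uM beta-hydroxybutyryl-CoA; kinetic fluorescence 360/450 nm, 4 min. Tris-HCl pH 9.0, 0.01% Tween-20.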
HBB splicing = hemoglobin beta splicing modulation | actives 0.06% (n = 65,000) | HBB splicing reporter cell assay, activation; EGFP reporter with mutant IVS2-654 intron; response scale: normalised to 500 nM splice-correcting PNA | Potency, µM (top dose mostly 46.1 µM), for inactives: at the top dose activation, actives largely listed as activators; note: potency is the fitted concentration of half-maximal effect; 0% is about no effect
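Compounds were applied for 2 days to HeLa EGFP-654 cells, 500/well in Optimem with 2% FCS. The reporter's EGFP is disrupted by mis-splicing of beta-globin intron IVS2-654. Readout: summed well GFP fluorescence from 488 nm laser scanning; reference was 500 nM antisense […] 654 PNA.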
ERK AVP inh = inhibitors of vasopressin-stimulated ERK signaling pathway; Potency, µM (series often up to 57.5 µM), inactives show top-dose activity, negative = inhibition, most hits filed as inhibitors; HEK293-V1b, vasopressin-stimulated pERK AlphaScreen; actives 0.99% (n = 72,000); note: potency is the fitted concentration of half-maximal effect; % is set by controls: 0 for no effect and ±100 for the full control effect; nearly all actives have a fitted effect of over 55% in size
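HEK293 cells stably expressing V1b receptor, preincubated 30 min at 37 °C with compound, then stimulated 5 min with 25 nM vasopressin. Phospho-ERK by AlphaScreen SureFire after 5 h RT; normalized to DMSO and vasopressin; AC50 by Hill fit.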
ALOX15 inhib = 15-hLO (ALOX15) enzyme inhibition; P16050; purified 15hLO-1, xylenol orange hydroperoxide absorbance; Potency, µM (top dose mostly 57.1 µM), for the others: at the highest dose activity change, negative = inhibition, most hits filed as inhibitors; actives 1.4% (n = 74,000); note: potency is the fitted concentration of half-maximal effect; % is set by controls: 0 for no effect and ±100 for the full control effect; nearly all actives have a fitted effect of over 55% in size
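Quantitative HTS in 25 mM Hepes pH 7.5 containing 0.01% Triton X-100: human 15hLO-1 at 40 nM, arachidonic acid at 50 uM, 6 min turnover. Product quantified via ferrous oxidation/xylenol orange, 573:405 nm absorbance ratio.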
Rhodamine fluor = rhodamine region autofluorescence; Rhodamine-region fluorescence, 547/598 nm, Tris buffer; hits give high values; max dye-equivalent concentration, M; actives 0.05% (n = 59,000); in the data active = max dye-equivalent concentration above about 11 nM; inconclusive = between about 1.1 nM and that limit
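Compounds in 100 mM Tris buffer, pH 8.0, were incubated 15 min at room temperature, then read at 547 nm excitation and 598 nm emission. Fluorescence was normalized against a per-plate six-point rhodamine standard curve as dye-equivalent concentration.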
Tau fil binding = tau filament binding; P10636; recombinant tau filaments, thioflavin S fluorescence, 15 h; filaments grown with octadecylsulfate alongside compound; Potency, µM (series often up to 57.1 µM), inactives show at the highest dose activity change, negative = inhibition; actives 2% (n = 71,000); AID 596;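 note: potency is the fitted concentration of half-maximal effect; % is set by controls: 0 for no effect and ±100 for the full control effect; actives lower thioflavin S fluorescence by blocking filaments or displacing dye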
Target sequence (P10636 whole entry, looked up): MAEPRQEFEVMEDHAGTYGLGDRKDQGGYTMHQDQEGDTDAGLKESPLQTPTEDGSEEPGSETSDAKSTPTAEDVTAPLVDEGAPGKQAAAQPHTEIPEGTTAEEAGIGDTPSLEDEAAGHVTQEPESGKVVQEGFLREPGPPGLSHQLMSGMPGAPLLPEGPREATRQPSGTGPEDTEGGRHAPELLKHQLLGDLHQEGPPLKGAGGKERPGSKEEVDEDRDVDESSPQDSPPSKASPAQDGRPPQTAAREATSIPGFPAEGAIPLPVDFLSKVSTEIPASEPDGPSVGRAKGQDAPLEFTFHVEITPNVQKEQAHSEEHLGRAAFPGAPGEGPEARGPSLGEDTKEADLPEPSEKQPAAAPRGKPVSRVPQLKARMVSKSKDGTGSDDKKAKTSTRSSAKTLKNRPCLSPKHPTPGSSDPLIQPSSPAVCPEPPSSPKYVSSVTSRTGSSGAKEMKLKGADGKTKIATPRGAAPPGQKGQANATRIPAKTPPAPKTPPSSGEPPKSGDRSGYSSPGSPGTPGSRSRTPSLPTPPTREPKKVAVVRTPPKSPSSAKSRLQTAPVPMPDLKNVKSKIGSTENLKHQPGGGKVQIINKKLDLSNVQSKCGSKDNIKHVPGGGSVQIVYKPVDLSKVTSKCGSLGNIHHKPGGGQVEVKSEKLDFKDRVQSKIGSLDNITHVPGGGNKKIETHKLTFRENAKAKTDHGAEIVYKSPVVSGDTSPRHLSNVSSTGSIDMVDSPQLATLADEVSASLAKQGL
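Quantitative HTS: thioflavine S signal from ODS-induced tau filaments, excited at 450 nm, emission 510 nm. Conditions: 1 uM tau, 30 uM ODS, 15 h at 37 C, pH 7.4.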
CRE-bla Fsk = modulators of forskolin-stimulated CRE signaling in CHO cells. actives 2.5% (n = 71,000). CHO CRE-bla reporter (cAMP response element driving beta-lactamase), forskolin EC10, beta-lactamase ratio. Potency, µM (series often up to 38.2 µM), without a hit: at the highest dose activity change, negative = inhibition, usual class: activators; active = well fitted activation curve with a large enough effect in the signal ratio, with a control signal flat, not every such curve was filed as active; inconclusive = small, poorly fitted or top-dose-only effect, or effect the other way, or a change in a side signal; the % refers to the signal ratio; note: potency is the fitted concentration of half-maximal effect; % of control where 0% means no effect
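The 460nm/530nm emission ratio after CCF4 loading defined %Activity, from which AC50 values were obtained. CRE-bla CHO cells received compound dilution series together with an EC10 level of NKH 477 for 3 hours at 37 degrees Celsius.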
Hsp90 Hop PPI = changes Hsp90-Hop TPR2A binding signal, up or down; Potency, µM (titrated, usually from 57 µM), for the others: at the highest dose activity change, negative = inhibition; AID 595; AlphaScreen TPR2A-His6 binding biotin-Hsp90 C-terminal peptide; actives 0.44% (n = 71,000); active = well fitted curve in either direction with a large enough effect; inconclusive = small, poorly fitted or top-dose-only effect, or another doubt; note: potency is the fitted concentration of half-maximal effect; % is set by controls: 0 for no effect and ±100 for the full control effect; many of its hits are not listed in these tables
TexasRed autofl = compound fluoresces in the Texas Red spectral region; AID 587; max dye-equivalent concentration, M; actives 0.06% (n = 59,000); Compound fluorescence, Texas Red channel, 547/618 nm; hits give high values; in the data active = max dye-equivalent concentration above about 10 nM; inconclusive = between about 1.1 nM and that limit
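Compound fluorescence was read after 15 min at room temperature in 100 mM Tris, pH 8.0, using 547 nm excitation and 618 nm emission across a concentration series. It was expressed as Texas Red dye-equivalent concentration from an on-plate standard curve.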
Pol III holo inh = blocks replication by bacterial DNA polymerase III holoenzyme; reconstituted DNA polymerase III holoenzyme replication, biochemical; Potency, µM (top dose mostly 57.1 µM), for inactives: at the top dose activity change, negative = inhibition; actives 0.25% (n = 71,000); AID 603; note: potency is the fitted concentration of half-maximal effect; % is set by controls: 0 for no effect and ±100 for the full control effect
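Reconstituted *E. coli* holoenzyme (0.35 nM Pol III, 1 nM beta, 154 nM SSB, 2 nM primase) was preincubated with compound for 15 min at RT. Synthesis on 1.4 nM ssM13Gori ran 35 min, then was stopped with PicoGreen/EDTA and read as dsDNA fluorescence.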
The depositor's hits bear a star; i = inactive; ? = inconclusive; . = not tested or not shown; [ ] = remark or other dose. Unless noted, calls come from the whole dose curve; as a rule, active = well fitted curve in the direction sought with a large enough effect; inconclusive = small, poorly fitted or top-dose-only effect, or another doubt; inactive = no such curve, though single readings can be large; an effect the other way counts as inactive or inconclusive. These rows are one share of the data (hit frequency here may not be typical).

SMILES	Luciferase inh	HADH2 inh	HBB splicing	ERK AVP inh	ALOX15 inhib	Rhodamine fluor	Tau fil binding	CRE-bla Fsk	Hsp90 Hop PPI	TexasRed autofl	Pol III holo inh
COc1ccc(C2C(C(=O)N3CCN(c4ccccn4)CC3)CC(=O)N2c2ccc(OC)cc2)cc1 (stereo not given)	0%	-14%	-1.1%	-29%	0%	i	10%	-3%	-9%	i	0%
O=C1C2C3C=CC(CO)(O3)C2C(=O)N1c1ccccc1-c1ccccc1 (stereo not given)	-20%	?	-0.3%[0.0738 µM]	?	-11%[11.4 µM]	.	4%[11.4 µM]	?	-9%[11 µM]	.	6%[11.4 µM]
S=C(c1ccc2c(c1)OCO2)N1CCCC1	3%	-8%	7.4%	-26%	-2%	i	-1%	0%	-6%	i	-4%
N#CCCn1cc(/C=N/O)c(-c2ccc(-c3ccccc3)cc2)n1	-2%	5%	-0.5%[9.22 µM]	-12%	-5%	.	117%	?	1%	.	3%
CCn1c(SCC(=O)Nc2ccc(Cl)cc2)nnc1C1CC1	-6%	8%	-1.0%	.	3%	.	-7%	-6%	-3%	.	-1%
O=C(NC(NC1CCS(=O)(=O)C1)C(=O)c1ccccc1)c1ccc(Cl)cc1 (stereo not given)	5%	6%	-3.6%	-12%	-8%	i	-10%	?	3%	i	2%
CN(C(=O)CN1C(=O)c2ccccc2S1(=O)=O)c1ccccc1C(=O)O	-1%	3%	0.4%	-16%	-2%	i	2%	2%	-4%	i	0%
COc1cccc(NC(=O)Cc2ccccc2)c1	-4%	18%[11.4 µM]	0.8%[0.0738 µM]	-14%	5%[11.4 µM]	.	-4%[11.4 µM]	?	-4%[11 µM]	.	-3%[11.4 µM]
CC(=O)Nc1ccc(S(=O)(=O)N2CCC(c3nc4ccc(C)cc4[nH]3)CC2)cc1	-37%	31%[activator]	-3.0%	1%	2%	i	2%	-9%	0%	?	-3%
COc1cccc(NC(=O)c2cccs2)c1	?	-4%	0.4%	-3%	1%	i	-6%	-10%	0%	?	5%
COc1ccc(CCNC(=O)CCN2C(=O)C(C)Oc3ccc(C)cc32)cc1OC (stereo not given)	4%	3%	0.2%	4%	2%	i	6%	?	4%	i	-1%
CCCS(=O)(=O)N1CCC(C(=O)NCCCN(C)Cc2ccccc2)CC1	1%	3%	-1.0%	-8%	11%	i	7%	-13%	2%	i	-9%
COC(=O)C1C(=O)C2=C(CC1C)NC(C)=C(C(=O)OC(C)C)C2c1ccc(OC)c(O)c1 (stereo not given)	-1%	7%	0.0%[57.5 µM]	-15%	13%	i	2%	?	1%	i	-5%
CCN(CC)c1nc(SCC(=O)O)nc(N(CC)CC)n1	0%	8%	-1.3%	-3%	-28%	i	?	3%	1%	?	-6%
Cc1nc2cnc(N3CCN(C)CC3)nc2n(-c2ccccc2)c1=O	-2%[11.4 µM]	32%[activator]	1.3%	11%	7%	i	6%	?	-5%	i	-10%
COc1ccc2c(Cl)c(C(=O)NCCCn3ccnc3)sc2c1	-21%	13%	-0.8%	?	-2%	i	20%	0%	-11%	i	-13%
CCN(C(=O)c1ccco1)c1nc(CC(=O)Nc2ccc(Cl)cc2)cs1	-2%	-3%	0.1%[57.5 µM]	-24%	-8%	i	-9%	21%	-1%	i	-1%
CCn1c2ccccc2c2cc(N)ccc21	-8%	35%[activator]	?	?	-17%	i	3.2µM*	-25%	-26%	i	0%
COc1cccc(C2NC(=O)c3ccccc3O2)c1OC (stereo not given)	0%	-1%	5.3%	5%	-9%	i	-16%	-4%	-3%	i	-5%
S=C(c1ccc(-c2ccc(Cl)c(Cl)c2)o1)N1CCOCC1	7.9µM*	10µM*	-1.6%[9.22 µM]	?	?	.	10µM*	14%	?	.	9%
COCCn1nnnc1C(C(C)C)N(Cc1cccnc1)Cc1ccccc1Cl (stereo not given)	3%	10%	.	-14%	9%	i	-4%	-9%	-6%	i	-1%
CCn1c(SCC(=O)Nc2nc(-c3ccccc3)cs2)nnc1-c1ccccc1O	-6%	1%	1.0%	?	?	i	11%	?	-7%	i	-1%
COc1ccc(-n2c(=O)c3c4c(sc3n3c(C)nnc23)CCCC4)cc1	-1%	0%	-3.2%	13%	-12%	.	7%	0%	0%	.	2%
Cc1cc(C)c(NC(=O)CN2C(=O)NC3(CCCCC3)C2=O)c(C)c1	-2%	6%	-0.1%[57.5 µM]	-15%	-2%	i	2%	4%	2%	i	-3%
Clc1ccccc1-c1nccc(NCc2cccs2)n1	-1%[2.29 µM]	13%	-1.1%	16µM*	-1%	i	0%	?	21%	i	-4%
(next part)
SMILES	Luciferase inh	HADH2 inh	HBB splicing	ERK AVP inh	ALOX15 inhib	Rhodamine fluor	Tau fil binding	CRE-bla Fsk	Hsp90 Hop PPI	TexasRed autofl	Pol III holo inh
O=C(CN1CCN(CC(=O)Nc2ccccc2Cl)CC1)Nc1ccc2c(c1)OCCO2	1%	0%	0.2%	7%	0%	i	6%	-14%	-5%	i	-1%
Cc1cccc(NC(=O)C2CCN(S(=O)(=O)c3cccc4nsnc34)CC2)n1	2%	-13%	-1.1%	14%	-12%	i	-84%	?	-6%	i	2%
O=C(c1cccc(F)c1)N1CCC[C@@]2(CCN(c3cccc(-c4ccccc4)c3)C2)C1	1%[11.4 µM]	13%	1.3%	-22%	?	i	1%	-8%	-29%	i	8%
C[C@@H](N)[C@@H](C)Cc1ccccc1	3%[11.4 µM]	9%[11.4 µM]	4.3%[9.22 µM]	-2%[11.5 µM]	-5%[11.4 µM]	i	8%[11.4 µM]	-3%[7.6 µM]	1%[11 µM]	i	-2%[11.4 µM]
C#CCOC(=O)CCC(=O)Nc1cc(OC)nc(OC)n1	1%	0%	-4.9%[0.369 µM]	0%	9%	i	2%	12%	-3%	?	-12%
O=C(c1ccco1)N1CCN(C2=NS(=O)(=O)c3ccccc32)CC1	0%	0%	0.6%[9.22 µM]	11%	-4%	.	-3%	-5%	-3%	.	-2%
COCCCNC(=O)c1ccc(C(=O)NCCCOC)cc1	-1%	0%	-2.2%	-2%	3%	.	1%	-2%	0%	.	5%
CCOc1ccc(-n2c(SCC(=O)NC(C)CC)nc3n[nH]c(C)c3c2=N)cc1 (stereo not given)	2%	-25%	1.0%	-2%	-19%	i	136%	?	?	i	-4%
CC(=O)c1c(C)n([O-])c2cc(C)ccc2[n+]1=O	2%	?	-3.6%[0.369 µM]	-9%	-1%	i	-8%	9%	-3%	?	2%
CCOCCn1c(CN2CCC(C)CC2)nc2c1c(=O)n(C)c(=O)n2C	4%	?	0.0%	.	-12%	.	13%	?	7%	.	-8%
COC(=O)C1(Cc2ccccc2)C=C2C(=C(c3ccccc3)C(=O)C2C)CN1 (stereo not given)	.	-21%	0.8%	-8%	.	.	178%	-14%	0%	.	0%
CCOC(=O)C1CCN(S(=O)(=O)c2cccc(-c3cn4cccnc4n3)c2)CC1	1%	7.9µM*	-0.8%	-21%	-4%	i	-8%	?	-6%	?	-5%
Cc1ccc(S(=O)(=O)c2nc(NCCCn3ccnc3)sc2Cl)cc1	5%	14%	0.3%[57.5 µM]	-14%	37%[activator]	i	17%	5%	-23%	i	-6%
CC1(C)CC(=O)C(C=NCCCN2CCCC2=O)=C(O)C1	-1%	-4%	-1.1%[9.22 µM]	11%	7%	.	-6%	0%	-2%	.	10%
COc1ccc(NC(=O)CCC2COc3ccccc3O2)c(OC)c1 (stereo not given)	-1%	15%	0.3%	-20%	-3%	i	6%	?	-6%	i	2%
COc1ccccc1-c1cc(C(=O)NCc2ccco2)no1	-26%	-10%	0.4%	-1%	-5%	i	47%	6%	-4%	?	2%
CCCc1nnc(NC(=O)CCC(=O)O)s1	2%	-1%	1.5%	5%	5%	.	0%	2%	-10%	.	3%
COC(=O)Cc1cc(=O)n2[nH]c(C)nc2n1	4%	6%	-0.3%[57.5 µM]	-3%	7%	i	-5%	-1%	-2%	i	0%
N#CC1=C(N)OC2=C(C(=O)CCC2)C1Cc1ccccc1 (stereo not given)	-5%	1%	1.9%	-10%	6%	i	-6%	0%	-6%	i	-1%
Cc1oc(-c2ccccc2)nc1C(=O)Nc1nccs1	0%	-5%	-0.3%[57.5 µM]	?	9%	i	-17%	-3%	-2%	i	-6%
COC(=O)CN(c1ccc(OC)cc1)S(=O)(=O)c1ccc(OC)c(OC)c1	2%	7%	0.4%	-16%	0%	.	15%	?	1%	.	-2%

Assay outcomes from PubChem.
